# Screens from PubChem BioAssay.
# PAFAH2 FP inh = PAFAH2 (human) inhibition | Q99487 | recombinant PAFAH2, FP-rhodamine activity probe, fluorescence polarization | inhibition, % at 3.39 µM | 340,000 tested, 0.99% active | AID 492956;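 active means inhibition above the mean over all tested compounds plus 3 SD, cut at about 30% in these data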;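 further: inhibitors block probe labeling of enzyme so polarization drops; 0% = enzyme with DMSO and 100% = wells lacking PAFAH2 protein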
# GSTO1 inh = GSTO1 inhibition, counter-screen for RBBP9 inhibitors; P78417; recombinant GSTO1, activity-based probe fluorescence polarization; inhibition, % at 5.96 µM; 300,000 tested, 1.1% active; AID 1974;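 active means inhibition above the campaign mean inhibition plus 3 SD, cut at about 35% in these data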;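 further: 0% = GSTO1-1 with DMSO and 100% = wells lacking GSTO1-1 enzyme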
# PAD4 FP inh = inhibitors of human PAD4; 330,000 tested, 0.41% active; Q9UM07; inhibition, % at 6.36 µM; AID 485272; recombinant PAD4, RCA probe fluorescence polarization;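 active means percent inhibition above a cutoff equal to the mean of all tested compounds plus 3 SD, cut at about 15% in these data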;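 further: 0% = PAD4 with RCA probe and DMSO and 100% = probe without PAD4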
# PME-1 inh = blocks human protein phosphatase methylesterase 1. 320,000 tested, 0.53% active. AID 2130. Q9Y570. recombinant PME-1, FP-Rh probe fluorescence polarization. inhibition, % at 5.9 µM;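 active means inhibition above the campaign mean of all compounds plus 3 SD, cut at about 26% in these data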;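 further: competitive labeling of PME-1 active site by serine hydrolase directed probe; 0% = PME-1 with DMSO and 100% = wells lacking PME-1 enzyme; inhibitors block probe labeling so polarization falls and inhibition rises; many of its hits are not listed in these tables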
# PAFAH1B3 FP inh = blocks human PAF acetylhydrolase 1B catalytic subunit 3; AID 492972; recombinant PAFAH1B3, FP-rhodamine probe, fluorescence polarization; 340,000 tested, 0.28% active; Q15102; inhibition, % at 3.39 µM;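 active means inhibition above the screen-wide average of all tested compounds plus 3 SD, cut at about 25% in these data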;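 further: 0% = enzyme with DMSO only and 100% = wells lacking PAFAH1B3 protein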
# LYPLA1 inh = blocks human lysophospholipase 1, a PME1 counter-screen. inhibition, % at 5.9 µM. recombinant LYPLA1, FP-Rh probe fluorescence polarization. 320,000 tested, 0.16% active;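 active means inhibition above the mean of all tested compounds plus 3 SD, set per campaign, cut at about 14% in these data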;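 further: inhibitors block serine hydrolase probe labeling of LYPLA1 so polarization falls; 0% = enzyme with DMSO and 100% = wells lacking LYPLA1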
# Target sequence (O75608 whole entry, looked up): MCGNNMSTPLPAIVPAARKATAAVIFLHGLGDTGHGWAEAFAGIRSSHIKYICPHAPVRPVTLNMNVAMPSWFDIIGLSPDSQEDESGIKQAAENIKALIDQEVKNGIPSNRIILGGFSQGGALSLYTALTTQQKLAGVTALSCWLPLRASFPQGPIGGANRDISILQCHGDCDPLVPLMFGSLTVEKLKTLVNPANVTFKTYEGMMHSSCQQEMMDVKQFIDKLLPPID
# LYPLA2 counter = LYPLA2 (human) inhibition in PME1 counter-screen; inhibition, % at 5.9 µM; O95372; 320,000 tested, 0.38% active; recombinant LYPLA2, FP-Rh probe fluorescence polarization;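 active means inhibition above the screen-wide mean plus 3 SD, limit set per campaign, cut at about 26% in these data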;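 further: 0% = LYPLA2 with DMSO and 100% = wells lacking LYPLA2 enzyme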
# PAFAH1B2 FP inh = PAFAH1B2 (human) inhibition. P68402. recombinant PAFAH1B2, FP-rhodamine activity probe, fluorescence polarization. inhibition, % at 3.39 µM. 340,000 tested, 1.2% active. AID 492953;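 active means inhibition above the mean of all tested compounds plus 3 SD, cut at about 24% in these data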;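 further: 0% = enzyme with DMSO and 100% = wells lacking PAFAH1B2; many of its hits are not listed in these tables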
# Target sequence (P68402 whole entry, looked up): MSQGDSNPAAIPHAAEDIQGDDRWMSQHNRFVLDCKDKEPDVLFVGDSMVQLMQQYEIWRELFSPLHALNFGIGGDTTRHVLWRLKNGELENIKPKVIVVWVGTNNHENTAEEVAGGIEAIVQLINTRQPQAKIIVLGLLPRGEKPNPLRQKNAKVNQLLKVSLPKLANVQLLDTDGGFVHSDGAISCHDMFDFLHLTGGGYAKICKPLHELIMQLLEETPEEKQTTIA
# pPAFAH FP inh = pPAFAH (human) enzyme inhibition; recombinant pPAFAH, FP-rhodamine probe fluorescence polarization; inhibition, % at 3.39 µM; 330,000 tested, 1.5% active; AID 463082;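 active means inhibition above the mean inhibition across the screen plus 3 SD, cut at about 25% in these data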;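 further: inhibitors block binding of the rhodamine activity-based probe so polarization drops; 0% = enzyme with DMSO and 100% = wells lacking pPAFAH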
# Target sequence (Q13093 whole entry, looked up): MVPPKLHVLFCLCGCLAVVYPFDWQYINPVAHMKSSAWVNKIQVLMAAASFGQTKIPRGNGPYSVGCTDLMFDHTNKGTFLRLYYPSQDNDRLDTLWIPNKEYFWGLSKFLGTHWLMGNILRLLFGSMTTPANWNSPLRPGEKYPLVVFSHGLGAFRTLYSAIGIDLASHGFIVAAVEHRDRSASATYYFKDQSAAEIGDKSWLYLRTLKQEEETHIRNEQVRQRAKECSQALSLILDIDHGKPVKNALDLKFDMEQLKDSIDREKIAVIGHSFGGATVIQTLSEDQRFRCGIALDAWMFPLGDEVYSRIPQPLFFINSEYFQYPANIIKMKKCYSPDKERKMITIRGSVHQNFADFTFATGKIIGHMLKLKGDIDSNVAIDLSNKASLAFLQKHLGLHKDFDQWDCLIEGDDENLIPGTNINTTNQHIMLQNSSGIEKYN
# * = called active by the depositor; . = not tested or not shown. An excerpt; the hit share may differ from the screen's.
SMILES,PAFAH2 FP inh,GSTO1 inh,PAD4 FP inh,PME-1 inh,PAFAH1B3 FP inh,LYPLA1 inh,LYPLA2 counter,PAFAH1B2 FP inh,pPAFAH FP inh
Cc1cccc(OCC(=O)NC2CC(C)(C)NC(C)(C)C2)c1,1,1,-2,4,5,2,4,10,4
Cc1cccc(NC(=O)CN(C)CC(=O)NC(c2ccccc2)c2ccccc2)c1C,1,.,1,10,6,-2,-3,1,2
O=C(C1CCCN(S(=O)(=O)c2ccc(Cl)cc2)C1)N(Cc1cccs1)C1CC1 (configuration not stated),-1,4,5,9,2,-1,-1,24,3
CCN(CC)S(=O)(=O)c1cccc(-c2nnc(SCCCC(=O)c3ccc(F)cc3)o2)c1,-18,0,3,0,8,4,-8,8,3
Cc1ccc(CCN2C(Nc3ccccc3)=NC[C@@H]2C)cc1,1,2,4,2,7,3,6,4,6
Cc1nnc(NC(=O)CSc2ccc(-c3cccnc3)nn2)s1,0,16,-6,-1,5,1,-1,6,1
Cc1ccc(NC(=O)CSc2nnc(-c3ccco3)o2)cc1,1,-2,-3,-5,7,1,3,3,4
O=c1o[nH]c(-c2ccccc2)c1C1=NCCCCC1,-4,0,-2,1,3,2,3,4,7
COc1ccc(COC(=O)CCc2c[nH]c3ccccc23)cc1F,3,8,-4,-2,9,-2,6,1,2
CCN1CCN(C(=O)Cn2cnc3sc(C)c(S(=O)(=O)N4CCN(c5ncccn5)CC4)c3c2=O)CC1,2,2,0,0,0,-2,6,6,0
Cc1nnc(NC(=O)CSc2nc3ccccc3[nH]2)s1,4,14,-5,-11,6,-1,-6,1,-3
Cc1ccc(S(=O)(=O)Nc2ccc3c(c2)OCCO3)cc1C,-1,12,5,-6,0,-2,-4,4,1
C/C(NCCCn1ccnc1)=C(\C#N)C(N)=O,5,0,-1,0,-3,3,1,0,1
COc1cccc(C2C(C#N)=C(N)SC(c3ccccc3)C2[N+](=O)[O-])c1 (configuration not stated),0,0,-1,0,0,-5,-4,7,4
N/C(Cc1ccc([N+](=O)[O-])cc1)=N\OC(=O)Cc1ccccc1,9,3,-8,-3,-5,-2,-2,6,6
O=C1CSC(=Nc2ccc(Cl)cc2)N1Cc1ccco1,-3,1,-8,4,10,8,26*,3,-4
COC(=O)C(C)(C)ONC(=O)Nc1ccccc1Br,8,-3,-2,-2,-1,2,2,4,-8
CC(=O)c1ccc(NC(=S)NC(=O)c2c(Cl)c(C)nn2C)cc1,10,5,5,-5,10,-3,0,3,-1
O=C(O)c1cccc(N/N=C/c2cccc3ccccc23)c1,1,17,2,12,13,-4,4,-1,7
O=C(N=C1SC2CS(=O)(=O)CC2N1c1ccc(F)cc1F)C1CC1 (configuration not stated),-5,9,-5,3,0,-1,6,-4,5
N#C/C(=C\c1ccccc1)C(=O)OCC(=O)N1CCCC1,0,-3,-1,-3,2,3,10,-2,1
O=C(NCc1ccc(F)cc1)c1cc(-c2ccco2)on1,-5,-4,-7,-3,2,-3,-3,-5,8
C[C@H]1CN([C@@H](C)CO)C(=O)c2cc(NC(=O)NC3CCCCC3)ccc2O[C@H]1CN(C)C(=O)Nc1ccc(C(F)(F)F)cc1,-8,.,0,.,10,.,.,5,2
O=C(Cn1cncn1)N/N=C/c1cccc(Cl)c1,7,-4,-3,7,3,2,9,6,0
COc1ccc(N=C(C)C2=C(O)CSC2=O)cc1,2,12,1,-2,6,0,5,-6,2
CC(C)CCN(Cc1ccco1)S(=O)(=O)c1ccc(-c2ccc(=O)[nH]n2)s1,3,-3,-7,-3,4,-3,-6,10,1
O=C(NCc1ccco1)c1ccccc1F,10,4,3,-8,5,-2,4,2,4
COc1ccc2nc(SCCC(=O)O)cc(C)c2c1,1,0,-1,-6,3,-1,2,8,7
COc1cc(OC)cc(-c2nnc(SCC(=O)N3CCCc4ccccc43)o2)c1,1,-6,-3,0,-2,-2,-4,-1,3
CCCCCC(=O)Nc1nc(C)c(-c2csc(Nc3cc(Cl)ccc3OC)n2)s1,7,-3,-7,20,16,-17,-15,10,16
CC(C)(C)OC(=O)[C@H](Cc1ccccc1)NC(=O)c1nc[nH]c1C(=O)N1CCN(c2ccccc2)CC1,2,3,6,1,-9,0,2,1,5
O=C(Cn1cnc2ccccc2c1=O)c1c[nH]c2ccccc12,-3,-2,4,-4,4,-1,7,0,3
COc1ccc(NC(=O)C(=O)NCCO)cc1Cl,0,6,1,1,3,-3,-4,2,-3
COC(=O)c1cc(C(=O)N2CCN(c3cccc(Cl)c3)CC2)cc([N+](=O)[O-])c1,10,3,7,6,5,-2,5,4,6
CCN(CC)S(=O)(=O)c1ccc2c(c1)nc(SCC(=O)NC1CC1)n2-c1ccccc1OC,-2,10,3,4,8,0,2,1,11
CCn1cnc2c([N+](=O)[O-])c(NS(=O)(=O)c3ccc(C)cc3)ccc21,-3,-1,-5,4,3,-1,-1,8,4
Cn1c(=O)[nH]c(=O)c2c1nc(NCCc1ccccc1)n2CC(O)COc1ccccc1 (configuration not stated),-10,10,2,2,0,-4,-5,-1,4
Cc1c(NC(=S)N/N=C/c2ccc(Br)cc2)c(=O)n(-c2ccccc2)n1C,8,-5,-2,2,4,2,4,4,3
CCCNCC1C(Oc2ccc(Cl)cc2Cl)C(=O)N1c1cccc(C)c1C (configuration not stated),-2,7,-2,2,-2,-2,-5,-1,-5
CCN(CC)CCn1c2ccccc2c2n[nH]c(=S)nc21,-1,5,-1,1,8,1,8,2,7
Cc1ccc(/C=N/NC(=O)C2CC(=O)N(c3ccccc3)C2)s1 (configuration not stated),-17,0,-3,-1,2,-2,12,-4,6
COc1ccc(C2/C(=C(/O)c3ccc4c(c3)CC(C)O4)C(=O)C(=O)N2CCCN2CCOCC2)cc1OC (configuration not stated),-6,3,3,2,-10,0,-8,-1,5
Cc1c(NC(=O)COC(=O)Cn2cc(C(F)(F)F)ccc2=O)cccc1[N+](=O)[O-],6,.,2,2,5,1,3,1,-4
COc1ccc(C=NCCC2(O)CC(C)N(C)CC2C)cc1 (configuration not stated),-11,-1,9,-2,-6,2,3,4,2
Cc1ccc(S(=O)(=O)N(CC(=O)N2CCN(c3ccccc3F)CC2)C2CCCCC2)cc1,7,0,5,-2,2,-1,-4,-2,0
Cc1cc([N+](=O)[O-])nn1CC(=O)N1CCN(Cc2ccccc2)CC1,2,9,-6,-2,14,3,1,7,5
CSCCC(=O)N1CCN(CC(=O)N2CCCC2)CC1,-4,2,-2,3,12,-2,0,3,1
O=C(CSc1nnc(Cc2cccs2)n1Cc1ccco1)Nc1ccc(Br)cc1,0,10,0,-8,-1,-5,-6,-4,10
COc1ccc(S(=O)(=O)NCc2csc(-c3cccnc3)n2)cc1,1,4,-2,-4,1,1,0,-1,2
Cc1cc(C)c(S(=O)(=O)NCc2ccc3c(c2)cc(C)n3C)c(C)c1,15,-2,3,5,12,3,8,12,9
Cc1ccsc1/C=C1/SC(=O)N(CC(=O)N2CCCC2)C1=O,0,-2,-3,5,15,0,-1,1,-2
Cc1nn(-c2ccccc2)c2sc(C(=O)N(CC(=O)NC(C)(C)C)Cc3ccco3)cc12,1,-11,2,-2,-2,1,2,1,11
COc1ccccc1N=Nc1c(C)noc1C,2,1,2,3,4,2,0,1,-1
Cc1ccc([N+](=O)[O-])cc1NC(=O)c1ccccc1,-5,1,3,-4,-4,0,0,-3,3
Cc1cc(C(F)(F)F)c(C#N)c(SCC(=O)NC2CC2)n1,-2,-3,-3,-3,-2,0,4,9,3
O=C(NC12CC3CC(CC(C3)C1)C2)c1cc(F)c(F)cc1Cl,-1,3,-3,-2,5,-2,3,14,2
Cn1c(=O)c2c(n(C)c1=O)=NC1(CCCCC1)ON=2,3,7,3,6,9,0,1,6,17
Cc1ccc(-n2cc(CN(C)Cc3nccn3C)c(-c3ccc(F)cc3)n2)cc1,2,11,6,1,8,-2,-3,3,1
CN(CCc1ccccn1)C(=O)c1cc(COc2ccc(F)cc2F)on1,7,-2,-1,2,8,0,-4,6,-2
CC1CCN(S(=O)(=O)c2ccc(S(=O)(=O)NCc3ccccc3)cc2)CC1,-25,3,-5,-8,-22,-2,-14,-11,-4
# More compounds
SMILES,PAFAH2 FP inh,GSTO1 inh,PAD4 FP inh,PME-1 inh,PAFAH1B3 FP inh,LYPLA1 inh,LYPLA2 counter,PAFAH1B2 FP inh,pPAFAH FP inh
Cc1nc(NC(=O)c2ccco2)sc1C(=O)O,1,7,-3,4,3,-3,-1,-1,8
Cc1noc(C)c1COC(=O)CCc1nc2ccccc2s1,-14,-8,-1,2,2,-3,1,0,4
O=C1c2ccncc2C(=O)N1Cc1cccc(Cl)c1,-1,-4,-1,-4,-3,0,-3,-4,2
CC(Oc1ccccc1F)c1nnc(SCC(=O)N(c2ccccc2)C2CCS(=O)(=O)C2)o1 (configuration not stated),2,.,0,.,10,.,.,0,2
O=C(CN1CCN(S(=O)(=O)c2ccc(F)c(Cl)c2)CC1)N1CCNC1=O,0,.,-3,-6,-5,5,9,3,2
O=C(O)c1ccccc1C(=O)c1ccc(-c2ccccc2)cc1,-3,0,-1,2,9,2,1,4,4
COc1ccc(NC(=S)N2CCC(C(=O)N3CCCCCC3)CC2)cc1,6,-2,-3,3,10,1,3,6,-1
Cc1cc(NC(=O)CCC(=O)N(Cc2cccs2)C(C)(C)C(=O)NC2CCCCC2)no1,-7,-2,2,15,11,0,-4,-2,4
CCOC(=O)c1cc(C#N)c(N2CCN(C(=O)c3cccc(C(F)(F)F)c3)CC2)nc1C(F)(F)F,-1,-1,4,3,0,-3,13,3,3
Nc1nc2ccccc2n1CCN1CCCC1,1,4,3,-3,2,5,1,5,11
CC(C)C(=O)Nc1cccc(NC(=O)c2cccnc2)c1,0,0,-2,-1,4,-2,-1,2,-3
Cc1ccc2c(c1)C=CC(C)(C)S2(=O)=O,-5,0,2,4,-2,0,-1,0,-5
COc1nc(OC)nc(N2CCC(C(=O)NC3CCCCCC3)CC2)n1,-3,1,-3,5,-2,3,4,4,4
CN(c1ccccc1)S(=O)(=O)c1cccc(NC(=O)c2nn(C)c(=O)c3ccccc23)c1,-13,.,-4,-35,0,-23,-42,-8,-11
O=C(CSc1ncn(-c2ccccc2)n1)Nc1nccs1,2,1,-1,1,0,-1,5,5,0
Cc1ccnc(SC2CC(=O)N(c3ccc(F)cc3)C2=O)n1 (configuration not stated),-2,4,3,-6,6,-1,0,6,-1
COC(=O)CN1CCN(C(=O)c2ccc(F)cc2)c2ccccc2C1,-7,1,3,-3,1,-2,2,1,4
O=C(Nc1ccc2ccccc2c1)Nc1ccc2snnc2c1,-53,-73,-5,-74,-11,-60,-148,-6,-31
CCn1c(SCC(=O)c2ccccc2)nnc1-c1cnccn1,3,1,1,-2,6,-3,5,1,-4
CCn1cc(C(=O)NP(=O)(Nc2ccc(C)cc2)Nc2ccc(C)cc2)c2ccccc21,-4,9,-1,3,3,-1,-4,3,6
Cc1ccc(N(CC(=O)Nc2cc(C)cc(C)c2)S(=O)(=O)c2cccc3nonc23)cc1,1,-2,-5,-21,1,-18,-29,-2,1
